SMN2 splice enh – qHTS Assay for Enhancers of SMN2 Splice Variant Expression. HEK293 SMN2-luciferase splicing reporter, luminescence, 30-36 h. 210,000 tested, 2.8% active. Potency, µM (series often up to 46.1 µM), without a hit: at the highest dose activity change, positive = activation, most hits filed as activators; note: % of control where 0% means no effect; nearly all actives have a fitted effect of over 55% in size
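HEK293 cells carry an SMN2 […]–luciferase reporter in which exon 7 inclusion puts luciferase in frame. Cells were plated 10-12 h before compound addition, then incubated 30-36 h at 37C. ONE-Glo luminescence was read; sodium butyrate at 4.5 mM final served as control.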
Tau fibril ThT – qHTS for Inhibitors of Tau Fibril Formation, Thioflavin T Binding; 270,000 tested, 2.1% active; Microtubule-associated protein tau (Homo sapiens), P10636; recombinant tau K18 P301L (four-repeat tau fragment), heparin-induced fibrillization, ThT fluorescence; Potency, µM (series often up to 57.4 µM), for the others: top-dose activity, negative = inhibition, most hits filed as inhibitors; AID 1460, 2008; note: % is set by controls: 0 for no effect and ±100 for the full control effect; nearly all actives have a fitted effect of over 55% in size
Target sequence (P10636 561-689 P618L limits assumed): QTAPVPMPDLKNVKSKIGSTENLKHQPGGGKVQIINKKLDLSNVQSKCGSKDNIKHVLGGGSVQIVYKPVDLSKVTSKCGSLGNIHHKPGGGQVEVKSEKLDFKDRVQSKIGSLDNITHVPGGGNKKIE
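Heparin-induced fibrillization of the P301L-mutant K18 repeat-domain fragment of human tau was followed by ThT binding in quantitative high-throughput format.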
Starred values were filed as active, the others as inactive; u = inconclusive; [ ] = another dose, or the depositor's remark. Calls come from the whole dose curve; as a rule, active = well fitted curve in the direction sought with a large enough effect; inconclusive = small, poorly fitted or top-dose-only effect, or another doubt; inactive = no such curve, though single readings can be large; an effect the other way counts as inactive or inconclusive. Potency is the fitted concentration of half-maximal effect. This is a subset (hit frequency here may not be typical).

Sequence of screens – SMN2 splice enh	Tau fibril ThT
> CCOc1cccc(C2CC(=O)Nc3cc4c(cc32)OCCO4)c1 (stereo not drawn)
    -36%[inhibitor]	-10%
> CCc1ccc(-n2c(SCc3nc(-c4cc(OC)ccc4OC)no3)nnc2-c2ccccc2)cc1
    -24%	-7%
> CCN(CC)S(=O)(=O)c1ccc(NC(=O)[C@H](CSCc2ccccc2)N2Cc3ccccc3C2=O)cc1
    4.5µM*	-3%
> COc1cccc(NC(=O)Cn2c(=O)n(CCCCC(=O)NCCc3ccccc3)c(=O)c3ccccc32)c1
    -3%	u
> Cc1ccccc1-c1nc(CS(=O)(=O)CC(=O)NCC(C)c2ccccc2)c(C)o1 (stereo not drawn)
    6%	-14%
> Cc1cc(C)c(Cn2c(C)c(CNCc3ccccc3C)c(C(=O)O)c2C)c(C)c1
    9%	-11%
> CCCSc1ncnc2c1c(-c1ccccc1)cn2-c1ccccc1OC
    0%	-6%
> CCc1ccc(NC(=O)COCc2cc(-c3ccc(F)cc3)on2)cc1
    12%	u
> O=C(Nc1cccc(C(F)(F)F)c1)Nc1ccc2snnc2c1
    -27%	13%
> COc1ccc(N2CCN(CC(O)COc3ccc(C)cc3C)CC2)cc1 (stereo not drawn)
    -50%[inhibitor]	u
> O=C(O)c1ccc(NC(=O)c2ccc(Br)c(S(=O)(=O)N3CCCC3)c2)cc1
    -5%	3%
> CCCOC(=O)c1c(C)oc2c1cc(NS(=O)(=O)c1ccc(OCC)cc1)c1ccccc12
    -4%	1%
> COc1ccc(Cl)cc1NC(=O)CN(c1cccc(C)c1C)S(=O)(=O)c1ccccc1
    -19%	-9%
> O=C(NCc1ccco1)c1ccc2c(c1)N(Cc1ccccc1F)C(=O)c1ccccc1S2(=O)=O
    2%	-11%
> CC(C)Cn1nc(NC(=O)c2cccc(Cl)c2)c2cc3ccccc3nc21
    -1%	u
> C#CCSc1nc(-c2ccccc2)c2cc(Cl)ccc2n1
    -7%	-10%
> Cn1c2ccccc2c2cnn(CC(=O)NCc3ccc(Cl)cc3)c(=O)c21
    -2%	5%
> O=c1c2sc3ccccc3c2n(Cc2ccccc2)c(=O)n1CCc1ccccc1
    3%	8%
> O=C(Cn1c(=O)n(CC2CCC(C(=O)NCCc3ccccc3)CC2)c(=O)c2ccccc21)Nc1cccc(F)c1 (stereo not drawn)
    0%	0%
> O=S(=O)(NCc1csc(-c2ccccc2)n1)c1cccc(F)c1
    -11%	5%

New compounds follow
Sequence of screens – SMN2 splice enh	Tau fibril ThT
> COc1cc(Cl)c(C)cc1Nc1nc2ccccc2n2cnnc12
    -17%	-7%
> CCOc1ccc(C2CC(=O)c3c([nH]c(C(=O)OC4CCCCCC4)c3C)C2)cc1 (stereo not drawn)
    -3%	-9%
> Nc1c(C(=O)Nc2ccccc2Cl)c2ccccn2c1C(=O)c1ccccc1
    9%	13%
> O=c1c2cc3c(cc2nc2sc(Nc4ccc(F)c(Cl)c4)nn12)OCO3
    18%	u
> Cc1ccc2oc(=O)c3cc(C(=O)NCCCOC(C)C)sc3c2c1
    18%	1%
> CCC(=O)N1CCc2cc(S(=O)(=O)NCCC(=O)NC(C)c3ccccc3)ccc21 (stereo not drawn)
    -6%	-5%
> COc1ccc(-c2c(C#N)c(SCC(=O)Nc3ccc(C)cc3)nc(C)c2C(=O)Nc2ccccc2)cc1
    -14%	7%
> CCCS(=O)(=O)Nc1cccc(-c2cn3ccc(C)cc3n2)c1
    13µM*	0%
> Cc1ccc(Cl)cc1N1CCN(C(=O)c2cc3c(-c4ccccc4F)nn(C)c3s2)CC1
    -2%	-10%
> COc1ccc(-c2c3c(nc4sc(C(=O)Nc5cccc(OC)c5)c(N)c24)CC(C)(C)CC3=O)cc1
    -5%	-13%
> CC(=O)c1ccc(Nc2nc3c(S(=O)(=O)c4ccccc4)nnn3c3ccc(Cl)cc23)cc1
    17%	0%
> Cc1ccccc1NC(=O)c1c(NC(=O)c2ccccc2)sc2c1CCC2
    -17%	-13%
> Cc1c(NC(=O)Nc2ccc(C#N)cc2)c(=O)n(-c2ccccc2)n1C
    6%	u
> Cc1ccc(-n2nc(CO)c(C(=O)NCCC(C)C)n2)cc1C
    -2%	-7%
> Cn1c2ccccc2c2cnn(CC(=O)N3CCN(c4cccc(C(F)(F)F)c4)CC3)c(=O)c21
    1%	13%
> Cc1cccc2cc(CN(C(=O)c3cccc(Cl)c3)c3ccccc3)c(=O)[nH]c12
    21%	13%
> Cc1ccc(C)c(N2CCN(C(=O)C3CCN(C(=O)c4cc5sccc5n4C)CC3)CC2)c1
    -17%	u
> O=C(NCCCc1nc2ccccc2n1Cc1cccc(Cl)c1)C1CCCCC1
    -6%	-9%
> O=C(O)CCn1cnc2onc(-c3cc(F)cc(F)c3)c2c1=O
    8%	-6%
> COCCCNc1nc2c(c(=O)n(Cc3ccc(F)cc3)c(=O)n2C)n1C
    2%	6%

(more compounds)
Sequence of screens – SMN2 splice enh	Tau fibril ThT
> CCN1C(=O)c2ccccc2S(=O)(=O)c2ccc(C(=O)NCc3ccccc3Cl)cc21
    4%	3%
> Cc1cc(C)c2c(CC(=O)Nc3c(C(=O)c4ccc(F)cc4)oc4ccccc34)coc2c1
    20%	5%
> Cc1ccccc1CCNCc1c(C(=O)O)c(C)n(Cc2c(F)cccc2Cl)c1C
    -12%	-6%
> Cc1ccc(NC(=O)COc2ccc3oc4c(c3c2)CCCC4)c(C)c1
    -3%	-16%
> Cc1ccc(-c2nc3ccccc3o2)cc1NC(=O)c1cccc2c(Cl)cccc12
    4%	-5%
> Cc1ccc(CCNC(=O)CN(c2ccc(C)cc2)S(=O)(=O)c2c(C)noc2C)cc1
    0%	-6%
> Cc1ccc(-c2nc(-c3cc4cccc(OCc5cccc(C)c5)c4oc3=O)no2)cc1
    6%	u
> CCc1ccc(CNC(=O)c2nn(-c3ccc(C)c(C)c3)nc2CO)cc1
    -1%	16%
> CCOC(=O)CNS(=O)(=O)c1cc(-c2nnc(Nc3cccc(O)c3)c3ccccc23)ccc1C
    -2%	u
> Cc1ccc(-c2cc3ncc(C(=O)c4cc([N+](=O)[O-])ccc4O)cn3n2)cc1
    -9%	10µM*
> CC1=C(C(=O)N2CCN(c3cccc(C(F)(F)F)c3)CC2)C2(CCCCC2)OC1=O
    -4%	-10%
> COCCOC(=O)C1=C(C)NC(=O)NC1c1cn(-c2ccccc2)nc1-c1ccccc1 (stereo not drawn)
    -8%	1%
> Cc1ccc(CSc2ncc(Cl)c(C(=O)NCCc3ccc(S(N)(=O)=O)cc3)n2)cc1
    -21%	-7%
> COc1ccc2c(c1)-c1nc(NC(=O)c3ccccc3F)sc1CC2
    24%	u
> Cc1cc(NC(=O)c2cc(-c3ccc(Cl)cc3)on2)n(-c2ccccc2)n1
    -8%	4%
> O=C(CSc1nc(-c2ccccc2)c2ccccc2n1)Nc1ccc(F)cc1
    14%	7%
> CCOc1cccc(NC(=O)c2sc3nc(-c4ccc(F)cc4)ccc3c2N)c1
    6%	u
> CCCCN(CC)CCCn1cnc2c([nH]c3ccc(Cl)cc32)c1=O
    1%	-3%
> Cc1ccc(-c2cc(-c3ccc4c(c3)NC(=O)CO4)nc3c2COc2ccccc2-3)cc1
    16%	4%
> Cc1cccc(C)c1NC(=O)Cn1c(=O)n(CCC(=O)NCc2ccc3c(c2)OCO3)c(=O)c2sccc21
    12%	11%

Further structures follow.
Sequence of screens – SMN2 splice enh	Tau fibril ThT
> O=C(c1cccs1)c1cn(CCOc2ccc(Cl)cc2)c2ccccc12
    -3%	8%
> CCOc1cc(C2c3c(oc4ccccc4c3=O)C(=O)N2Cc2ccccc2Cl)ccc1O (stereo not drawn)
    3%	u
> COc1cc2[nH]c(=O)n(CCCC(=O)N(C)Cc3ccccc3)c(=O)c2cc1OC
    14%	-12%
> COc1ccccc1CNC(=O)c1c(O)nc2cc(C)ccn2c1=O
    -1%	10%
> Cc1cc(C)cc(NC(=O)C2CCN(S(=O)(=O)c3ccc4c(c3)oc(=O)n4C)CC2)c1
    -2%	9%
> O=C(c1ccccc1)c1cn(Cc2ccc(F)cc2)c2ccccc2c1=O
    -1%	-8%
> CCCOc1cccc(C(=O)N(Cc2sccc2C)C2CCS(=O)(=O)C2)c1 (stereo not drawn)
    -15%	-12%
> Cc1nc2c(-c3ccccc3)c(C)nn2c(C)c1CCC(=O)NC(C)c1ccccc1 (stereo not drawn)
    -16%	-9%
> COc1ccccc1C1C(C(N)=O)=C(C)Nc2nc(SCc3ccccc3F)nn21 (stereo not drawn)
    7%	8%
> O=C(COC(=O)c1cc(-c2cccs2)nc2ccccc12)c1ccccc1
    -7%	u
> CCC(=O)N1c2ccc(S(=O)(=O)CCC(=O)N3CCN(c4ccc(F)cc4)CC3)cc2CC1C (stereo not drawn)
    2%	-17%
> Cc1ccc(S(=O)(=O)N(CC(=O)Nc2ccc3c(c2)OCO3)c2ccc(C)c(Cl)c2)cc1
    -2%	4%
> Cc1sc2ncn(CC(=O)N3CCN(c4ccccc4)CC3)c(=O)c2c1S(=O)(=O)N1CCN(c2ncccn2)CC1
    2%	-4%
> COC(=O)Cc1c(C)c2cc3c(c(C)c2oc1=O)OCN(CCc1ccccc1F)C3
    -7%	u
> O=C(NCc1cccs1)c1ccc(CSc2nc3ccncc3n2Cc2cccc(F)c2)cc1
    1%	2%
> Cc1ccc(-c2cc(C(F)(F)F)c(C#N)c(SCC(=O)Nc3ccccc3)n2)cc1
    4%	-15%
> CCc1ccccc1Nc1sc(C(=O)c2ccccc2)c(N)c1S(=O)(=O)c1ccccc1
    -2%	7%
> CCOC(=O)c1c(NC(=O)c2cc(-c3ccc(Br)cc3)on2)sc(C)c1C
    -8%	u
> O=C(CC1(O)C(=O)N(CCc2ccccc2)c2ccc(Br)cc21)c1ccccc1O (stereo not drawn)
    -14%	u
> CCC12CN3CC(C)(CN(C1)C3c1ccc(O)cc1O)C2=O (stereo not drawn)
    -7%	3%

Whole records, quoted from the list.
CCCOc1cccc(C(=O)N(Cc2sccc2C)C2CCS(=O)(=O)C2)c1 (stereo not drawn) as listed: SMN2 splice enh = -15%; Tau fibril ThT = -12%
O=C(COC(=O)c1cc(-c2cccs2)nc2ccccc12)c1ccccc1 as listed: SMN2 splice enh = -7%; Tau fibril ThT = u

The main list resumes, starting 5 compounds before the break.
Sequence of screens – SMN2 splice enh	Tau fibril ThT
> Cc1ccc(-c2cc(C(F)(F)F)c(C#N)c(SCC(=O)Nc3ccccc3)n2)cc1
    4%	-15%
> CCc1ccccc1Nc1sc(C(=O)c2ccccc2)c(N)c1S(=O)(=O)c1ccccc1
    -2%	7%
> CCOC(=O)c1c(NC(=O)c2cc(-c3ccc(Br)cc3)on2)sc(C)c1C
    -8%	u
> O=C(CC1(O)C(=O)N(CCc2ccccc2)c2ccc(Br)cc21)c1ccccc1O (stereo not drawn)
    -14%	u
> CCC12CN3CC(C)(CN(C1)C3c1ccc(O)cc1O)C2=O (stereo not drawn)
    -7%	3%
> Cc1oc2c(cc(NS(=O)(=O)c3ccc(C(C)C)cc3)c3ccccc32)c1C(=O)O
    2%	u
> CCOC(=O)CSc1nnc(-c2ccc(OC)cc2)o1
    0%	u
> O=C(CCC1N=C2c3ccccc3N=C(SCc3ccc(Cl)cc3)N2C1=O)NC1CCCCC1 (stereo not drawn)
    -10%	-12%
> CCN(Cc1ccccc1)S(=O)(=O)c1cc(Br)cc2c1N(C(=O)C1CC1)CC2
    -25%	u
> Cc1noc(/C=C/c2ccco2)c1S(=O)(=O)N1CCC(C(=O)Nc2ccc(F)c(Cl)c2)CC1
    -5%	-2%
> Cc1cccc(NC(=O)c2c(NC(=O)c3cccs3)sc3c2CCC(C)C3)c1 (stereo not drawn)
    5%	-4%
> COc1ccc(C(CNC(=O)c2oc3cc(C)c(C)cc3c2C)N2CCCCC2)cc1 (stereo not drawn)
    -8%	u
> COc1ccccc1CNC(=O)Cn1ncc2c3ccccc3n(Cc3ccccc3C)c2c1=O
    9%	9%
> COc1ccc(Nc2ncc(C(=O)Nc3cc(Cl)c(OC)cc3OC)c3ccccc23)cc1
    0%	-20%
> Cn1c(=O)oc2cc(S(=O)(=O)N3CCC(C(=O)N4CCN(c5ccc(Cl)cc5)CC4)CC3)ccc21
    -36%[inhibitor]	-9%
> Cc1ccc(S(=O)(=O)N2CCc3cc(C(=O)Nc4ccc(C)c(C)c4)ccc32)cc1
    -7%	5%
> CCc1ccc(CNC(=O)c2cc(-c3ccc(Br)s3)nc3ccccc23)cc1
    -14%	15%
> Cc1ccc(NC(=O)NCCOCCn2c(=O)oc3ccccc32)cc1F
    1%	3%
> COc1ccc(CNC(=O)Cn2ncc3c4ccccc4n(Cc4cccc(Cl)c4)c3c2=O)cc1
    9%	7%
> COCCN(CCOC)S(=O)(=O)c1ccc(C(=O)Nc2sc3c(c2C(N)=O)CCCC3)cc1
    -2%	8%
> COC(=O)c1c(NC(=O)Cc2coc3cc(C)ccc23)sc2c1CCC2
    -2%	u
> CCOC(=O)c1c(-c2ccc(Br)cc2)csc1NC(=O)c1ccccc1F
    -22%	-4%
> CC(C)CCOc1ccc(Cn2c(=O)oc3ccccc32)cc1
    -6%	10%
> COc1cccc(C(=O)Nc2c(C(=O)Nc3ccc(F)cc3)oc3ccccc23)c1OC
    15%	-6%
